L3MBTL1 inh: L3MBTL1 (human) inhibition | Q9Y468 | hit rate 0.66% among 230,000 | Potency, µM (top dose mostly 57.1 µM), for inactives: at the highest dose activity, negative = inhibition, hits mostly inhibitors | AID 485360 | AlphaScreen L3MBTL1–H3K9me1 peptide binding; further: on the % scale 0 is the no-effect control and ±100 the full control effect; nearly all actives have a fitted effect of over 60% in size
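AlphaScreen assay: L3MBTL1 (50 nM final) was preincubated 30 min at room temperature with biotinylated H3(1-15)K9me1 peptide (75 nM final), then 30 min with library compounds; streptavidin donor and nickel chelate acceptor beads (10 ug/mL final) added, 30 min dark.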
TexasRed fluor: Texas Red fluorescence interference in TRb-SRC2 counter-screen; hit rate 0.29% among 280,000; Potency, µM (doses to about 106 µM), for the others: at the top dose fluorescence change, negative = quenching; AID 1479; TRb/SRC2 Texas Red total fluorescence interference; active means well fitted curve in either direction with a large enough effect; inconclusive means small, poorly fitted or top-dose-only effect; further: on the % scale 0 is the no-effect control and ±100 the full control effect
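Human TRb ligand-binding domain at 0.6 uM with 20 nM Texas Red SRC2 peptide in Tris buffer containing 1 uM T3 and 5% DMSO, incubated with compound 5 h at ambient temperature. Total fluorescence (555/632 nm) calculated as parallel + 2 × perpendicular.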
HTT ATP protect: protects HTT-Q103 PC12 cells, measured by ATP; PC12 HTT-Q103 induced, cytoprotection, ATP luminescence, 40 h; Potency, µM (series often up to 56.4 µM), for inactives: cytoprotection (ATP increase), hits mostly activators; hit rate 0.14% among 230,000; AID 1471;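 further: % of control where 0% means no effect; nearly all actives have a fitted effect of over 45% in size; toxic huntingtin expression switched on by the ecdysone agonist tebufenozide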
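Quantitative HTS on tebufenozide-induced (100 nM) PC12 cells expressing HTTQ103 exon 1–GFP; compounds tested as a concentration series; survival measured via cellular ATP.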
RECQ1 inh: blocks DNA unwinding by human RECQ1; hit rate 0.54% among 240,000; Potency, µM (series often up to 57.3 µM), without a hit: at the highest dose activity, negative = inhibition, usual class: inhibitors; P46063; RECQ1 DNA unwinding, red fluorescence kinetic read;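 further: plate controls were vehicle for no effect and no enzyme for full effect; nearly all actives have a fitted effect of over 30% in size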
Target sequence (P46063 whole entry, looked up): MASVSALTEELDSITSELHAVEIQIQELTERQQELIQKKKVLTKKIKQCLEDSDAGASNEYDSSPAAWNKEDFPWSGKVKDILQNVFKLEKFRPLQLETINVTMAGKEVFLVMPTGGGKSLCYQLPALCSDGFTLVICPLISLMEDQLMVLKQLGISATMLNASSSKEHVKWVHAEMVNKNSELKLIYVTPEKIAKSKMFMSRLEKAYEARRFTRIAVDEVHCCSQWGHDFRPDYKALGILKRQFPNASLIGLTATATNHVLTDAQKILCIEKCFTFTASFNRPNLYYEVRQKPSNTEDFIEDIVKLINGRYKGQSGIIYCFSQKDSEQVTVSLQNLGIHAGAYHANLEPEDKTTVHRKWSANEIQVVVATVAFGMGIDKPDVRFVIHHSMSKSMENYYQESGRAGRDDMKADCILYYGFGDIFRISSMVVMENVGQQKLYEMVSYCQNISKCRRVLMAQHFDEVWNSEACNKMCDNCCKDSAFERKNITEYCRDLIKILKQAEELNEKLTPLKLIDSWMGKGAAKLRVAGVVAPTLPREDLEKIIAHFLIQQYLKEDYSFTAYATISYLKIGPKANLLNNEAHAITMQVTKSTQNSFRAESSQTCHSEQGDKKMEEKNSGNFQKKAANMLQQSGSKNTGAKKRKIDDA
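RECQ1T1 50 nM; forked duplex (20 bp + 30-nt ss tails) 200 nM, ATP 2 mM final; pH 8.0, 2 mM MgCl2, 2.5 ug/ml poly(dI-dC); 15 min compound preincubation; discontinuous kinetic read over 2 h at RT.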
Tau fluor counter: counter-screen for tau fibril formation inhibitors; tau K18 P301L Alexa594 fluorescence, heparin fibrillization; Potency, µM (doses to about 57.7 µM), inactives show at the highest dose activity change, negative = decrease; hit rate 0.93% among 280,000; AID 1463; further: on the % scale 0 is the no-effect control and ±100 the full control effect; nearly all actives have a fitted effect of over 55% in size
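Human K18 P301L tau (15 uM unlabeled plus 0.24 uM Alexa 594-labeled, final) in 100 mM sodium acetate pH 7 was mixed with compound and 20 uM heparin and incubated 6 hr at 37 C.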
Tau fibril ThT: tau fibrillization inhibition (ThT binding); recombinant tau K18 P301L, heparin-induced fibrillization, ThT fluorescence; Potency, µM (highest dose often 57.4 µM), for inactives: at the highest dose activity, negative = inhibition, most hits filed as inhibitors; hit rate 2.1% among 270,000; further: on the % scale 0 is the no-effect control and ±100 the full control effect; nearly all actives have a fitted effect of over 55% in size
Target sequence (P10636 561-689 P618L limits assumed): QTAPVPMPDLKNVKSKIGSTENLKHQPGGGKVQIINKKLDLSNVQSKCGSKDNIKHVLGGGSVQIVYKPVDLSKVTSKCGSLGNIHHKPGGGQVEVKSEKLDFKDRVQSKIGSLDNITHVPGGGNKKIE
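Fibril formation assay: tau K18 P301L at 15 uM with trace Alexa 594 label, heparin inducer 20 uM, pH 7 sodium acetate buffer, 37 C for 6 hr; endpoint ThT signal.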
TRb SRC2 PPI: inhibitors of human thyroid hormone receptor beta-SRC2 interaction. P10828. TRbeta-SRC2 peptide binding, fluorescence polarization; receptor liganded with 1 µM T3. Potency, µM (top dose mostly 106 µM), for inactives: at the top dose activity change, negative = inhibition, usual class: inhibitors. hit rate 0.065% among 280,000. AID 1469;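 further: plate controls were bound peptide for no effect and peptide without receptor for full effect; nearly all actives have a fitted effect of over 50% in size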
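Binding of a 20-amino-acid Texas Red SRC2 peptide (20 nM) to TRb ligand-binding domain (0.6 uM) with agonist T3 at 1 uM was followed by fluorescence polarization after a 5 hr room-temperature incubation.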
Tau FP inhib: tau fibrillization inhibition (FP); K18 P301L tau heparin fibrillization, Alexa594 FP, 6 h; Potency, µM (series often up to 57.7 µM), inactives show top-dose activity, negative = inhibition, actives largely listed as inhibitors; hit rate 0.39% among 280,000; AID 1468; further: on the % scale 0 is the no-effect control and ±100 the full control effect; nearly all actives have a fitted effect of over 55% in size
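Steps: dispense K18 P301L tau (15 uM plus 0.24 uM Alexa 594 tracer, final) in pH 7 sodium acetate; add compound; add heparin (20 uM final); incubate 6 hr, 37 C; add ThT (30 uM final); after 1 hr ambient, read FP.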
Active calls of the source: *; i = inactive; ? = inconclusive; / = not tested or not shown; & = joins results of further samples; [ ] = another dose, or the depositor's remark. Unless noted, the call rests on the fitted dose curve; in most records, active means well fitted curve in the direction sought with a large enough effect; inconclusive means small, poorly fitted or top-dose-only effect, or another doubt; inactive means no such curve, though single readings can be large; an effect the other way counts as inactive or inconclusive. Potency means the concentration at half of the fitted maximal effect. Not all compounds are listed; the hit share may differ from the screen's.

SMILES	L3MBTL1 inh	TexasRed fluor	HTT ATP protect	RECQ1 inh	Tau fluor counter	Tau fibril ThT	TRb SRC2 PPI	Tau FP inhib
Cc1ccc(-c2nc3ccccc3o2)cc1NC(=S)NC(=O)c1cccs1	4%	-6%	-5%	-3%	-7%	-9%	-1%	1%
Fc1ccc(-n2c(-c3cc(C4CC4)[nH]n3)n[nH]c2=S)cc1Cl	/	-7%	4%[10 µM]	-5%	-16%	/	-3%	7%
Cc1ccc(CCNc2nc3c(S(=O)(=O)c4ccccc4)nnn3c3ccsc23)cc1	/	-2%	/	/	-26%	6%	-4%	?
CCOc1ccc(N2CC(C(=O)NCCC3=CCCCC3)CC2=O)cc1 (stereo unspecified)	-3%	-3%	-5%	4%	1%	1%	-1%	-1%
c1ccc(OCCSc2nnc3sc4ccccc4n23)cc1	7%	1%	-69%[inhibitor]	-8%	-18%	?	-2%	-6%
COc1cccc(CNC(=O)C2CCC(CNc3c(N4CCC(C)CC4)c(=O)c3=O)CC2)c1 (stereo unspecified)	/	1%	6%[10 µM]	i	3%	/	-4%	1%
C/C(=C\c1ccccc1)C(=O)NC1CCSC1=O (stereo unspecified)	6%	1%	17%	8%	3%	0%	-5%	-6%
CCc1nc(SCc2cc(Cl)ccc2OC)n[nH]1	?	-2%	-35%[0.074 µM]	-6%	4%	5%	1%	10%
O=C1Nc2ccc([N+](=O)[O-])cc2C1(O)N1CCCCC1 (stereo unspecified)	8%	1%	11%	i	-8%	-7%	-2%	1%
COc1ccc(/C=C(/NC(=O)c2cccc([N+](=O)[O-])c2)C(=O)O)cc1OC	-23%	0%	19%[10 µM]	15%	0%	3%	-3%	-8%
CCOC(=O)Cn1c(=O)n(Cc2ccco2)c(=O)c2ccc(C(=O)NCCc3ccccc3)cc21	-16%	0%	-25%	-27%	-30%	?	-13%	-1%
O=C(CCNc1ccc(Br)cc1)c1cccc([N+](=O)[O-])c1	-22%	-3%	4%	i	28µM*[quencher]	?	3%	?
COc1ccc(-c2nc(-c3ccccc3)oc2Nc2c(C)cccc2C)cc1	/	-2%	16%	-2%	-3%	-2%	9%	3%
O=C(Nc1nc2ccc(Cl)cc2s1)c1ccc(N2CCCCC2)c([N+](=O)[O-])c1	-2%	16%	-1%[10 µM]	-7%	-15%	1.3µM*	?	-19%
O=S(=O)(c1cccs1)n1cccn1	/	0%	-8%	-1%	-2%	-11%	-4%	3%
CCOc1cc(C=C(C(=O)OC)C(=O)OC)ccc1OCc1ccc([N+](=O)[O-])cc1	-3%	-4%	-4%[10 µM]	-4%	-26%	13µM*	-19%	17%
CCOC(=O)c1c(NC(=O)CSc2nc3cc(Cl)ccc3c(=O)n2Cc2ccco2)sc(C(=O)N(C)C)c1C	-9%	6%	-30%[10 µM]	-11%	4%	-2%	-6%	2%
Cc1ccccc1OCC(=O)Nc1sc2c(c1C#N)CCC2	-4%	0%	1%[10 µM]	-1%	-8%	-12%	-1%	-1%
O=C1NCCCN1Cc1ccc(F)cc1	/	3%	-11%	-4%	4%	-5%	-18%	3%
CC(=O)c1ccc(Sc2nnc(C)s2)c([N+](=O)[O-])c1	2%	-5%	31%[10 µM]	i	9%[2.34 µM]	5%	1%	-7%

Four records drawn at random from those above:
SMILES	L3MBTL1 inh	TexasRed fluor	HTT ATP protect	RECQ1 inh	Tau fluor counter	Tau fibril ThT	TRb SRC2 PPI	Tau FP inhib
O=C(Nc1nc2ccc(Cl)cc2s1)c1ccc(N2CCCCC2)c([N+](=O)[O-])c1	-2%	16%	-1%[10 µM]	-7%	-15%	1.3µM*	?	-19%
CCOC(=O)Cn1c(=O)n(Cc2ccco2)c(=O)c2ccc(C(=O)NCCc3ccccc3)cc21	-16%	0%	-25%	-27%	-30%	?	-13%	-1%
CCOc1cc(C=C(C(=O)OC)C(=O)OC)ccc1OCc1ccc([N+](=O)[O-])cc1	-3%	-4%	-4%[10 µM]	-4%	-26%	13µM*	-19%	17%
Fc1ccc(-n2c(-c3cc(C4CC4)[nH]n3)n[nH]c2=S)cc1Cl	/	-7%	4%[10 µM]	-5%	-16%	/	-3%	7%

Following part
SMILES	L3MBTL1 inh	TexasRed fluor	HTT ATP protect	RECQ1 inh	Tau fluor counter	Tau fibril ThT	TRb SRC2 PPI	Tau FP inhib
Cn1cnnc1SC1c2cccc3cccc(c23)C1NS(=O)(=O)c1ccc(Cl)cc1 (stereo unspecified)	-3%	-10%	24%[10 µM]	-2%	-6%	-8%	4%	-7%
Nc1sc2c(c1C(=O)NC1CCS(=O)(=O)C1)CCCC2 (stereo unspecified)	-1%	-2%	-3%[10 µM]	i	?	32µM*	1%	?
CCCOc1ccc(C2C3=C(Nc4nc(N)[nH]c(=O)c42)c2ccccc2C3=O)cc1 (stereo unspecified)	/	-8%	14%[10 µM]	i	?	?	-4%	13%
COc1ccccc1NC(=S)NNC(=O)c1c(Cl)c(C)nn1C	-4%	-2%	-39%[inhibitor]	-8%	-23%	?	-1%	-1%
COc1ccccc1C(=O)NCc1n[nH]c(=S)n1Cc1ccccc1	0%	0%	-16%	7%	-4%	-1%	0%	-6%
C#CCn1c(S(=O)(=O)Cc2ccccc2Cl)nc(-c2ccccc2)c1-c1ccccc1	-1%	-4%	-8%[10 µM]	8%	-22%	-29%	-8%	?
COc1ccc(NC(=O)C2CCCN2S(=O)(=O)c2ccc3c(c2)CCC(=O)N3)cc1 (stereo unspecified)	/	1%	1%	-3%	-15%	-22%	1%	5%
COc1ccccc1CC(=O)NNC(=O)c1cccs1	14%	0%	-5%[10 µM]	-4%	-16%	-11%	-5%	-9%
Cc1cc(C)c(OCCN2C(=O)NC(C)(C)C2=O)c(Cl)c1	/	0%	-12%	6%	-8%	-8%	-13%	4%
CC(C)OC(=O)CSc1nnc(Cc2ccccc2)n1CC1CCCO1 (stereo unspecified)	/	-6%	4%	i	0%	0%	-5%	9%
CS(=O)(=O)N1CCC(C(=O)Nc2ccc(F)cc2F)CC1	-2%	2%	8%[10 µM]	i	-1%	-1%	-16%	5%
O=C(CSc1nc(-c2ccccc2)no1)N1CCN(c2ccccc2)CC1	/	0%	/	/	-14%	-1%	-7%	-6%
COc1ccc(NC(=O)c2ccc3c(c2)CCN3S(=O)(=O)c2ccccc2)cc1	/	0%	/	/	?	-9%	-2%	-18%
CN(Cc1nc(CC2CC2)no1)CC12CC3CC(CC(C3)C1)C2	16%	1%	9%[10 µM]	1%	-12%	-13%	7%	4%
O=C(CSc1nnc(-c2ccccc2Br)o1)N1CCN(C(=O)c2ccco2)CC1	3%	1%	3%[10 µM]	-5%	-2%	-13%	-28%	-3%
CCOc1ccccc1NC(=O)c1c(NC(=O)Cc2ccccc2)sc2c1CCCC2	/	8%	/	/	-5%	0%	-6%	-2%
CC(=O)NC(NC(=S)N1CCCCCC1)C(Cl)(Cl)Cl (stereo unspecified)	7%	1%	6%	-2%	-13%	-10%	1%	-2%
CC(C)CC(=O)CC1(O)C(=O)Nc2ccccc21 (stereo unspecified)	12%	-2%[53 µM]	1%[10 µM]	10%	-7%	-4%	12%[53 µM]	-12%
Clc1ccc2c(N/N=C/c3cccnc3)ccnc2c1	13%	-2%	-21%	-16%	?	?	0%	-7%
CC(C)(C)c1ccc(-c2nnc(NC(=O)c3ccccc3)s2)cc1	4%	1%	-63%[inhibitor]	i	-8%	-11%	2%	1%
Nc1nnc(CCS(=O)(=O)c2ccc(Cl)cc2)s1	/	-1%	-12%	i	5%	-5%	-1%	2%
Cc1cc(C)cc(/C=C/C2OCC(O)C2Oc2ccc(C3CCCC3)cc2)c1 (stereo unspecified)	/	0%&-1%[11.2 µM]	-3%&-1%[10 µM]	-6%&7%[11.5 µM]	-16%&-5%[11.6 µM]	-8%&0%[11.5 µM]	3%&5%[11.2 µM]	0%&2%[11.6 µM]
COc1ccc2oc(-c3ccc(O)cc3)cc(=O)c2c1	/	-4%	-19%[1.9 µM]	0%	?	?	-8%	-14%
O=C(N/N=C/C1CC=CCC1)c1cc(-c2cccnc2)nc2ccccc12 (stereo unspecified)	12%	0%	-22%	4%	-9%	-8%	10%	9%
Cc1nc2ccc(NC(=O)c3cccc(C(F)(F)F)c3)cc2o1	5%	-1%	-4%[10 µM]	-4%	-13%	-11%	1%	3%
CCCCCc1cc(=O)oc2c(C(CCN(CC)CC)c3cc(OC)c(OC)c(OC)c3)c(OC)cc(OC)c12 (stereo unspecified)	/	0%	-25%[10 µM]	0%	12%	-8%	0%	9%
Cc1nc2nc(SCC(=O)NCCN3CCOCC3)nn2c(C)c1Cc1ccccc1	/	-2%	8%	-8%	-6%	-5%	-16%	-8%
CCc1ccc(CNC(=O)C2CCCN(c3nn4cc(-c5ccc(F)cc5)nc4s3)C2)cc1 (stereo unspecified)	/	5%	/	/	-19%	?	-5%	-2%
CCNc1nc(NCC)nc(C(=O)Nc2ccccc2)n1	?	-2%	-14%	-11%	-7%	-11%	1%	-2%
CN(C)NC1CCS(=O)(=O)C1 (stereo unspecified)	6%	1%	8%[10 µM]	-15%	-13%	?	-3%	-12%
CC1=C(C(=O)OCC2CCCO2)C(c2coc3ccccc3c2=O)C2=C(CCCC2=O)N1 (stereo unspecified)	/	0%	-8%	-10%	7%	1%	-2%	13%
CC(C)=N/N=C(\N)SCc1ccccc1	/	-1%	9%[10 µM]	-3%	-13%	/	-3%	-5%
O=C1CC(c2ccco2)Cc2nc(NCC3CCCO3)ncc21 (stereo unspecified)	5%	3%	-27%[0.074 µM]	1%	3%	3%	6%	-3%
Cc1nc(CS(=O)c2ccc(Cl)cc2)cc(N2CCOCC2)n1 (stereo unspecified)	5%	3%	-14%	-15%	0%	3%	5%	-1%
O=C(N/N=C/c1ccc(-c2cccc(C(F)(F)F)c2)o1)c1cccc(F)c1	?	0%	-20%[10 µM]	-14%	?	-6%	-12%	?
CN(C)/C=C(/C(=O)c1ccc(Cl)cc1)S(=O)(=O)c1ccccc1	28%	-5%	2%	-5%	-10%	6%	-8%	-7%

Screening data deposited in PubChem by National Center for Advancing Translational Sciences (NCATS).
